Assay outcomes from PubChem.
FadD28 FP inh: inhibitors of FadD28 bisubstrate probe binding, primary screen, biochemical, fluorescence polarization, single point; Mycobacterium tuberculosis FadD28 fatty-acid-AMP ligase; inhibition, % at 12.5 µM; 0.22% of 360,000 active; AID 588549, 2011; in the data active means inhibition above about 8.5%, passing the limit was not always enough
UGM FP inh: M. tuberculosis UGM enzyme inhibitors, primary screen, biochemical, fluorescence polarization, single point | UDP-galactopyranose mutase (Mycobacterium tuberculosis (strain ATCC 25618 / H37Rv)), … | purified UGM, fluorescence polarization probe displacement | inhibition, % at 10 µM | 0.06% of 320,000 active; in the data active means inhibition above about 10%, passing the limit was not always enough
Target sequence (P9WIQ1 whole entry, looked up): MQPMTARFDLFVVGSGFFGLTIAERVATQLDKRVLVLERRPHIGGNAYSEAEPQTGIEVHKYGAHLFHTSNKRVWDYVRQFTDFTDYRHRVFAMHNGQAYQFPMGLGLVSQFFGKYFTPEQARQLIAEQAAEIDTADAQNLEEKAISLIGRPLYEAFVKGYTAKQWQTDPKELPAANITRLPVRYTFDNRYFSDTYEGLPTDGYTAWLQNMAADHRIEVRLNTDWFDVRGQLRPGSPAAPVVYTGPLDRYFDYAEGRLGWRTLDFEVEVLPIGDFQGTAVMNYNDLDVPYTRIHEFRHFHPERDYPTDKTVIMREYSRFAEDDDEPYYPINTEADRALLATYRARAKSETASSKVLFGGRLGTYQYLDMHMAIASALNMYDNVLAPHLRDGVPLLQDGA
GDH-TPI counter: GDH-TPI coupling enzyme inhibitors, primary screen, artefact control for M. tuberculosis FBA inhibitor project, biochemical, absorbance, full deck; inhibition, % at 4.8 µM; 1.2% of 360,000 active; AID 588335, 2011; GDH-TPI coupled enzyme counterscreen, NADH absorbance; in the data active means inhibition above about 30%;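 further: 0% = DMSO wells and 100% = wells lacking the enzyme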
TcdB GH inh: TcdB glycohydrolase inhibitors, primary screen, biochemical, single point, plate reader; TcdB glycohydrolase enzymatic assay; inhibition, % at 9.99 µM; 0.24% of 350,000 active; AID 652162, 2013; in the data active means inhibition above about 10%
FBA Mtb inh: Mtb FBA enzyme inhibitors, primary screen, biochemical, fluorescence, strain H37Rv. Fructose-bisphosphate aldolase (Mycobacterium tuberculosis (strain ATCC 25618 / H37Rv)), …. purified M. tuberculosis FBA, fluorescence read-out. inhibition, % at 1 µM. 2.3% of 360,000 active. AID 588726, 2011; in the data active means inhibition above about 27%;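 further: 0% = vehicle and 100% = reference inhibitor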
Target sequence (P9WQA3 whole entry, looked up): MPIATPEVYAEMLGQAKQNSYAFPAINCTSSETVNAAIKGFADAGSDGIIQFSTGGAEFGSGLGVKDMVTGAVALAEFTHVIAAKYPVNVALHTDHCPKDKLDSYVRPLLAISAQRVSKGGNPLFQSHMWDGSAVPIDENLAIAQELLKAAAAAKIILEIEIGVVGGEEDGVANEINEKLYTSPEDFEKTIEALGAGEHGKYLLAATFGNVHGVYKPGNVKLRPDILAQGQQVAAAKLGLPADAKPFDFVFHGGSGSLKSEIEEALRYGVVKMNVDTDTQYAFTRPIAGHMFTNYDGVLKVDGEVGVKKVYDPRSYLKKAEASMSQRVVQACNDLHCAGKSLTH
BioA inh: M. tuberculosis BioA enzyme inhibitors, primary screen, biochemical, plate reader, single point, HTS; 7,8-diaminopelargonic acid synthase BioA (Mycobacterium tuberculosis); purified M. tuberculosis BioA enzyme; inhibition, % at 9.99 µM; 0.096% of 360,000 active; AID 602481, 2012; in the data active means inhibition above about 40%
BH1578 lux ind: inducers of Vibrio cholerae quorum light production without autoinducers, primary screen, BH1578 luxS cqsA deficient, single point; V. cholerae BH1578 lux reporter, luminescence, 6 h; activation, % at 18.7 µM; 0.16% of 350,000 active; AID 588436, 2011; in the data active means activation mostly above about 9.7%, no sharp cut-off; further: not every result past the cut was called active; inactives centre near 0; reference of the scale not given here
PfHsp40 yeast: rescue of yeast from PfHsp40 toxicity, primary screen, S. cerevisiae, ATP luminescence. S. cerevisiae expressing PfHsp40, growth rescue. growth rescue, % at 12.5 µM. 0.68% of 340,000 active; in the data active means growth rescue above about 28%, passing the limit was not always enough;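 further: yeast W303a lacking pdr1 and pdr3 grown in galactose medium; growth measured after three days at 30 °C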
Yp Topo-I inh: Yersinia pestis topoisomerase I inhibitors, primary screen, biochemical, cleavage product accumulation, plate reader, single point | Y. pestis Topo-I cleavage product accumulation | 0.064% of 360,000 active | activity, % at 10 µM | DNA topoisomerase I (Yersinia pestis CO92) | AID 504884, 2011; in the data active means activity above about 50%, passing the limit was not always enough; further: inactives centre near 2
Starred values were filed as active, the others as inactive; i = inactive; . = no result given; + = active, no number; & = joins results of further samples. Random draw from the library. Share with any hit: about 4.6%.

SMILES	FadD28 FP inh	UGM FP inh	GDH-TPI counter	TcdB GH inh	FBA Mtb inh	BioA inh	BH1578 lux ind	PfHsp40 yeast	Yp Topo-I inh
O=S(=O)(c1cccc(C(F)(F)F)c1)N1CCC(c2nc3ccccc3[nH]2)CC1	-4.9	4.4	-10	-0.2	2	3.0	0.4	-0.5	1
O=S(=O)(Cc1ccccc1)N1CCN(c2ncccn2)CC1	0.4	0.3	-3	-1.4	1	-0.8	-0.6	-1.1	2
COc1ccc(OC)c(NC(=O)CSc2ncnc3c2cnn3-c2ccccc2Cl)c1	0.5	0.5	4	.	2	-1.6	i	-0.6	-6
O=C(Nc1cc(Cl)ccc1N1CCOCC1)C1CC1	-0.4	1.5	-3	1.0	2	0.4	-0.4	-0.2	9
CCn1ncc(C2=NOC(C(=O)Nc3ccc4c(c3)OCO4)C2)c1C (stereo not drawn)	-0.8	-2.6	4	.	2	0.7	4.2	-0.4	3
CC(C)CCn1c(CN2CCN(c3cccc(Cl)c3)CC2)nc2c1c(=O)n(C)c(=O)n2C	-2.9	-0.8	9	1.1	2	-2.2	-0.3	0.2	45
Cc1ccc(N2C(=O)c3ccccc3C2C(=O)c2ccc(O)cc2O)cc1 (stereo not drawn)	-3.0	-0.4	43*	-2.7	-5	.	-0.3	-0.1	-11
Cc1nn(-c2ccc(F)cc2)c(C)c1CN1CCN(Cc2ccccc2)C(CCO)C1 (stereo not drawn)	-1.4	0.3	1	-0.5	-4	-0.6	-4.5	0.2	4
CCC(c1nnc(SCC(=O)NC2CCCCC2)n1Cc1ccccc1)N(C)C (stereo not drawn)	-0.7	-1.0	-7	0.2	43*	.	i	0.7	16
COCCSc1ccccc1C(=O)Nc1ccc2c(c1)OCO2	-2.3	3.6	-4	1.9	-1	.	i	0.5	0
Cc1cccc(N(CC(=O)NCCC2=CCCCC2)S(C)(=O)=O)c1C	-1.7	-0.3	-9	.	2	0.6	-12	-0.2	6
O=C(COC(=O)CN1C(=O)c2ccccc2C1=O)Nc1cccc(F)c1	.	0.9	1	0.6	-2	-1.8	2.6	-1.5	5
CC1N=C(c2ccccc2)c2cc(Br)ccc2NC1=O (stereo not drawn)	-2.5	-1.7	-5	1.8	1	4.4	i	9.4	2
Cc1ccc(N2C(=O)CC(NCc3ccc4c(c3)OCO4)C2=O)cc1Cl (stereo not drawn)	-1.8	-1.5	7	.	0	0.7	i	1.4	5
COc1ccc(Oc2ccc(S(=O)(=O)N3CCCCC3)cc2S(=O)(=O)N2CCCCC2)cc1	1.2	-1.1	7	1.9	-5	-1.4	-0.4	-0.1	-1
COc1ccccc1C(=O)Nc1nsc(-c2ccccc2)n1	-3.5	-3.7	8	0.1	2	0.3	-0.5	3.1	-5
COc1ccccc1OCCNc1nc2c(c(=O)n(C)c(=O)n2C)n1C	-2.4	1.3	-7	.	-2	1.2	3.1	0.1	-5
O=C(Nc1nncs1)c1cc(-c2ccco2)nc2ccccc12	-4.6	-0.5	18	1.7	2	2.2	-4.3	0.5	-3
Cn1nc(C(=O)N2CCN(S(=O)(=O)/C=C/c3ccccc3)CC2)c2ccccc2c1=O	1.0	6.0	5	1.0	1	.	-1.9	0.5	7
Cc1ccc(N2C(=O)C3C4C=CC(CNC(=S)N5CCN(c6ccccc6)CC5)(O4)C3C2=O)cc1 (stereo not drawn)	-2.8	1.2	-5	1.6	-9	.	i	0.2	-9
O=C(Nc1cccc(C(F)(F)F)c1)c1csc(-c2ccncc2)n1	-2.6	0.2	11	1.3	-1	.	-0.4	2.3	4
CN(Cc1ccc(F)cc1)C(=O)c1cccc(S(=O)(=O)N2CCN(Cc3ccccc3)CC2)c1	-2.1	0.3	4	1.8	5	-3.5	i	-1.7	5
COCCCn1c(SCC(=O)N2CCCC2=O)nc2ccccc2c1=O	-3.7	.	1	1.2	-2	-1.2	-1.4	.	3
Cc1cnc(C(=O)OCC(=O)NCc2ccc(Cl)cc2)cn1	-3.7	1.0	-4	0.5	-4	0.3	i	-1.0	-4

Quoted at random: 4 entries already listed.
SMILES	FadD28 FP inh	UGM FP inh	GDH-TPI counter	TcdB GH inh	FBA Mtb inh	BioA inh	BH1578 lux ind	PfHsp40 yeast	Yp Topo-I inh
O=C(Nc1nncs1)c1cc(-c2ccco2)nc2ccccc12	-4.6	-0.5	18	1.7	2	2.2	-4.3	0.5	-3
Cc1ccc(N2C(=O)C3C4C=CC(CNC(=S)N5CCN(c6ccccc6)CC5)(O4)C3C2=O)cc1 (stereo not drawn)	-2.8	1.2	-5	1.6	-9	.	i	0.2	-9
Cn1nc(C(=O)N2CCN(S(=O)(=O)/C=C/c3ccccc3)CC2)c2ccccc2c1=O	1.0	6.0	5	1.0	1	.	-1.9	0.5	7
Cc1cnc(C(=O)OCC(=O)NCc2ccc(Cl)cc2)cn1	-3.7	1.0	-4	0.5	-4	0.3	i	-1.0	-4

Continued.
SMILES	FadD28 FP inh	UGM FP inh	GDH-TPI counter	TcdB GH inh	FBA Mtb inh	BioA inh	BH1578 lux ind	PfHsp40 yeast	Yp Topo-I inh
CC(C)(CO)Nc1ncnc2onc(-c3ccc(F)cc3)c12	0.9	-2.2	6	1.5	0	-2.0	-1.2	-1.0	-5
COC(=O)c1cccc(NC(=O)Cn2cnc3ccccc3c2=O)c1	-2.6	-0.5	-6	-1.0	2	1.3	i	-0.2	2
O=C(NCc1ccccc1)C(c1cccnc1)N(C(=O)c1ccccn1)c1ccccc1F (stereo not drawn)	-0.8	4.3	0	0.3	2	-1.2	-0.1	-0.4	-3
COc1cc(/C=C2\C(=N)N3N=C(C(C)C)SC3=NC2=O)ccc1OCCOc1ccc(NC(C)=O)cc1	0.8	-0.6	8	-0.5	1	-1.4	i	0.2	-3
CC(=O)c1ccc(C(=O)N(C)C2CCCN(Cc3ccccc3F)C2)s1 (stereo not drawn)	-2.7	1.4	7	2.1	1	75*	-0.4	-0.2	-5
COCCCn1c(C2CCCCC2)nc2oc3cc(OC)ccc3c(=O)c2c1=O	-1.2	-3.2	12	0.8	3	1.2	-0.3	2.1	35
O=[N+]([O-])c1cc(/C=N/O)ccc1Oc1cccc(Cl)c1	-7.7	-2.0	1	-0.2	0	.	-0.3	3.4	4
CC(C)Oc1ccc(C(=O)O)cc1	0.0	2.5	-3	1.2	0	-0.3	-0.5	0.3	7
CS(=O)(=O)c1ccc(C(=O)NCCN2C(=O)S/C(=C\c3cccnc3)C2=O)cc1[N+](=O)[O-]	-5.5	-1.9	13	0.7	-11	.	-0.2	0.4	-16
Cc1cccc(NC(=O)CSc2nnc(C)c(=O)n2N)c1	-4.6	-0.3	-4	0.0	5	-0.7	-2.3	-2.6	4
CCOC(=O)C1=C(C)N=c2s/c(=C\c3ccc(C(=O)O)cc3)c(=O)n2C1c1ccc(OC)cc1OC (stereo not drawn)	-32	0.7	13	-0.7	-2	-1.2	4.9	-0.4	13
Cc1ccc(C(=O)C2CCN(S(=O)(=O)c3c(C)noc3C)CC2)cc1	1.0	0.5	-1	0.7	1	1.5	i	.	7

A draw from above in order of molar mass, rising.
SMILES	FadD28 FP inh	UGM FP inh	GDH-TPI counter	TcdB GH inh	FBA Mtb inh	BioA inh	BH1578 lux ind	PfHsp40 yeast	Yp Topo-I inh
COC(=O)c1cccc(NC(=O)Cn2cnc3ccccc3c2=O)c1	-2.6	-0.5	-6	-1.0	2	1.3	i	-0.2	2
CC(=O)c1ccc(C(=O)N(C)C2CCCN(Cc3ccccc3F)C2)s1 (stereo not drawn)	-2.7	1.4	7	2.1	1	75*	-0.4	-0.2	-5
COCCCn1c(C2CCCCC2)nc2oc3cc(OC)ccc3c(=O)c2c1=O	-1.2	-3.2	12	0.8	3	1.2	-0.3	2.1	35

(cont.)
SMILES	FadD28 FP inh	UGM FP inh	GDH-TPI counter	TcdB GH inh	FBA Mtb inh	BioA inh	BH1578 lux ind	PfHsp40 yeast	Yp Topo-I inh
C=CCNC(=O)CC1C(=O)NCCN1Cc1c(F)cccc1Cl (stereo not drawn)	0.6	0.9	-4	0.5	4	.	-0.2	0.1	-1
Cc1ccc(CCNC(=O)CN2C(=O)CSc3ccc(S(=O)(=O)N4CCOCC4)cc32)cc1	-3.4	.	-6	1.0	-1	-1.8	i	.	9
CC(NC(=O)c1cc(F)c(F)c(F)c1F)c1ccc(-n2ccnc2)cc1 (stereo not drawn)	0.2	-0.6	10	1.9	5	2.0	i	0.1	-10
CSc1ccccc1NC(=O)C1=COCCO1	-3.2	-2.3	-3	-2.6	2	0.9	-0.5	-2.0	3
Cn1c(CSCc2ccc(Cl)cc2)n[nH]c1=S	-1.4	-0.2	-2	2.8	4	-0.5	i	-0.9	0
CC(C)Cn1cc(C(=O)NCc2cccs2)c2c3ccccc3n(C)c2c1=O	-2.4	3.2	14	.	34*	0.2	i	-0.9	-4
Cc1cc(-c2nc3ncccc3o2)ccc1N	0.0	1.2	45*	.	+	0.2	i	-0.6	-3
CCOc1ccc(N2C(=O)C3C(c4ccc(O)cc4)NC(CCSC)(C(=O)OC)C3C2=O)cc1 (stereo not drawn)	0.2	1.6	4	2.0	3	.	i	-1.7	0
CC1=NN(c2ccccc2)C(=O)C1/C=C1/C(=O)NC(=O)N(c2cc(C)cc(C)c2)C1=O (stereo not drawn)	-0.6	-0.7	18	.	1	-0.5	i	-1.0	8
N#C/C(=C/c1ccc(N2CCCCC2)o1)C(=O)NCCc1c[nH]c2ccccc12	-1.6	-18	1	-7.5	-33	.	-0.7	5.3	5
COc1ccccc1NC(=O)C1CC(O)CN1C(=O)Oc1ccccc1 (stereo not drawn)	1.4	0.0	6	0.9	2	-5.0	-0.1	-0.8	-7
COc1cccc(/C=N/N2CCOCC2)c1O	-3.3	1.1	4	0.4	-3	.	-0.2	-1.9	-4
NC(=O)CC(NC(=O)c1ccc(Br)cc1)c1ccc(N2CCCCCC2)c([N+](=O)[O-])c1 (stereo not drawn)	-1.0	0.9	5	-4.3	5	0.6	i	1.4	21
C[C@H](CO)N1C[C@H](C)[C@@H](CN(C)S(=O)(=O)c2ccc3ccccc3c2)OCc2cnnn2CCCC1=O	-0.8	.	1	1.5&0.5&1.0	-1	-0.8&-0.7&0.8	i	.	-3
CN(C)S(=O)(=O)c1ccc(NC(=O)CCNC(=O)c2ccco2)cc1	0.9	-1.7	8	0.8	1	-3.8	-9.4	0.7	-8
CC(C)COc1ccc(C(=O)Nc2sc3c(c2C(=O)O)CC(C)(C)OC3)cc1	-0.9	5.6	11	0.1	6	.	i	-0.5	3
CCCCN(C(=O)c1cccc(S(=O)(=O)N2CCOCC2)c1)c1c(N)n(CCC)c(=O)[nH]c1=O	-1.5	0.6	4	0.7	0	.	-3.6	0.3	10
NC(=S)N/N=C/c1cccc(Br)c1	0.6	-2.1	10	1.9	-3	.	i	0.2	3
O=C(O)CCC(=O)CCC(=O)c1ccccc1	-2.3	-5.4	-2	.	-3	2.4	-0.3	0.2	-10
COc1ccc(CC(=O)Nc2ccc(-c3noc(COc4ccccc4C)n3)cc2)cc1	-0.6	.	14	.	-1	0.1	i	-1.6	6
Cc1sc2nc(CN(C(=O)NC3CCCCC3)C3CCCC3)[nH]c(=O)c2c1C	-0.4	-3.1	1	-0.8	2	-0.7	i	0.0	4
O=C1ON=C(c2ccccc2)/C1=C/c1ccco1	6.0	-2.2	4	-0.8	1	.	-0.5	-0.9	-11
C=CCOc1c(Cl)cc(CNCCC)cc1Cl	-1.4	-0.1	0	.	1	-0.3	.	4.4	6
